TEAD-YAP block – TEAD-YAP interaction inhibition, primary screen, TEAD-YAP interaction inhibitor project, luminescence, HEK-TIYL cells; TEAD-Gal4/YAP UAS-luciferase luminescence; inhibition, % at 9.12 µM; 640,000 compounds, 1.4% hits; AID 1259422, 2018; in the data active means inhibition above about 32%;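 further: 0% = median of test compound wells and 100% = reference inhibitor wells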
GPR151 activ – activators of human GPR151, primary screen, cell-based, PathHunter beta-arrestin, luminescence. G-protein coupled receptor 151 (Homo sapiens), Q8TDV0. PathHunter beta-arrestin GPR151 cells. activation, % at 11.2 µM. 650,000 compounds, 1% hits; in the data active means activation above about 4.9%;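 further: 0% = median of compound wells and 100% = cells with positive control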
Target sequence (Q8TDV0 whole entry, looked up): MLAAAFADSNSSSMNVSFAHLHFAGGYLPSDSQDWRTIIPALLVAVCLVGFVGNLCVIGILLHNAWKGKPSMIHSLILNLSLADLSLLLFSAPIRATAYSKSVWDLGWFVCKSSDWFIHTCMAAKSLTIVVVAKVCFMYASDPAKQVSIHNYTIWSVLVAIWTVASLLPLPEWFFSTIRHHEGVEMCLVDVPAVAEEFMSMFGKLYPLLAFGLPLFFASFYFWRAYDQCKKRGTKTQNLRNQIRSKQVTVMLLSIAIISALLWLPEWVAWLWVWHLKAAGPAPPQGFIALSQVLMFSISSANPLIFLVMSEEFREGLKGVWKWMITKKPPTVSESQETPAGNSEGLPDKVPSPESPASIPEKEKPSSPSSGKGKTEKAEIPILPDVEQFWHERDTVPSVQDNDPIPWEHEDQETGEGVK
FBW7 act – FBW7 E3 ligase activators, primary screen, biochemical, AlphaScreen, human; AID 1259310, 2017; normalized activity (activation), % at 26.1 µM; AlphaScreen FBW7–phospho-cyclin E peptide binding, activator screen; F-box/WD repeat-containing protein 7 (Homo sapiens), Q969H0; 650,000 compounds, 0.13% hits; in the data active means normalized activity above about 1.9%;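 further: purified mutant Fbw7 with reduced substrate affinity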
MITF primary – MITF inhibitors, primary screen, biochemical, AlphaScreen, human | AID 1259374, 2018 | 650,000 compounds, 0.91% hits | AlphaScreen MITF homodimerization, bead proximity signal | Microphthalmia-associated transcription factor (Homo sapiens), O75030 | inhibition, % at 2.6 µM; in the data active means inhibition above about 50%;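 further: 0% = vehicle wells with protein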
Target sequence (O75030 whole entry, looked up): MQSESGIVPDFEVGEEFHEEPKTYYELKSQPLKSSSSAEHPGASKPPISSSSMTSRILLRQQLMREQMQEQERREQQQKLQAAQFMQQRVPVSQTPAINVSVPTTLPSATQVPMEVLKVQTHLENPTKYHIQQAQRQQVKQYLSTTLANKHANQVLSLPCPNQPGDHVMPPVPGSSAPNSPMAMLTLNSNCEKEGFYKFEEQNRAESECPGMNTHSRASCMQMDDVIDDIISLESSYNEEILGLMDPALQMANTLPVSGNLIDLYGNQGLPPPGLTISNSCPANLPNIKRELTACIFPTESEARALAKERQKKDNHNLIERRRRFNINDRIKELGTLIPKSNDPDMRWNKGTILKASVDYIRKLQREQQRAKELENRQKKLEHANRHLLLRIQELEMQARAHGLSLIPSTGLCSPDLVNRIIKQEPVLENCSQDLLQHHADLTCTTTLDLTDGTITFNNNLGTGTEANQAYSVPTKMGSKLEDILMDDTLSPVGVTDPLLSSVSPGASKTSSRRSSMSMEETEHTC
* = called active by the depositor.

SMILES	TEAD-YAP block	GPR151 activ	FBW7 act	MITF primary
CC1CCCCN1CCCn1cnc2c([nH]c3ccccc32)c1=O (centres undefined)	19	-2.0	0.5	9
CCOc1ccc(NC(=O)C2=C(C)NC(=O)NC2c2ccccc2F)cc1 (centres undefined)	12	1.3	0.6	16
COC(CNC(=O)CCc1c(C)nc2cc(-c3ccccc3)nn2c1C)OC	-1	-0.6	-0.1	-15
O=C(O)CCC(=O)Nc1ccc(Br)cn1	0	0.3	0.0	0
O=C(CS(=O)(=O)c1cccc2nsnc12)Nc1ccccc1F	-15	0.6	-0.1	3
COc1cccc(C2CC(c3ccc(Cl)cc3)=NN2S(C)(=O)=O)c1OC (centres undefined)	11	0.3	0.0	19
O=C(Oc1ccccc1)c1ccc([N+](=O)[O-])cc1	3	2.0	0.1	1
CC(=O)Nc1nc2ccccc2n1CCN(C)C	11	0.2	0.0	5
CCOC(=O)C1CCCN(C(=O)COc2ccccc2O)C1 (centres undefined)	-5	-0.8	-0.1	-6
COc1ccc(-c2nnc(SCC(=O)Nc3cc(C(F)(F)F)ccc3Cl)nc2-c2ccc(OC)c(OC)c2)cc1OC	12	-1.4	0.3	17
COC(=O)CC(NC(=O)C(F)(F)F)c1ccccc1F (centres undefined)	0	-0.5	0.1	-9
CCCNC(=O)C(=O)Nc1nc(-c2ccccc2)cs1	-51	-0.2	-0.3	-7
O=C(NC12CC3CC(CC(C3)C1)C2)c1cc2ccccc2c(=O)o1	-14	0.3	-0.1	7
C=CCOc1ccc(CNCc2cccs2)cc1OC	-1	-0.5	0.2	4
O=C(CN1C(=O)CCSc2ccccc21)Nc1ccc2c(c1)OCCO2	10	-0.2	0.1	15
CCOc1ccc(N/C(SC)=C(/C#N)C(N)=O)cc1	5	-0.3	-0.1	-8
CCOC(=O)CSc1nc2c(sc(=S)n2-c2ccc(Cl)cc2)c(=O)n1-c1ccccc1	14	1.4	0.2	7
CCN(C(=O)c1cc(OC)c(OC)c(OC)c1)c1ccccc1	0	-0.9	0.0	17
COc1ccc(C(=O)Nc2cnc(NC(=O)C3CCCCC3)cc2C)cc1	-1	0.2	0.2	17
CCN(CCn1cccn1)c1nc2nonc2nc1NC1CC1	8	0.4	-0.1	3
CCN=C(Nc1cc(-c2ccc(OC)cc2OC)[nH]n1)SC	-20	-0.9	0.8	12
CCC(c1nnnn1Cc1ccco1)N(CCCO)Cc1cc2cccc(C)c2[nH]c1=O (centres undefined)	3	1.1	-0.1	-5
CN(C)CCN(C)Cc1cc(Cl)ccc1O	2	-0.9	0.0	-4
COc1ccc(S(=O)(=O)N2CCCC(C(=O)O)C2)cc1C (centres undefined)	13	0.7	-0.1	8
O=C(Nc1ccc(N2CCCCC2=O)cc1)c1ccccc1F	-5	-10	-0.1	5
Cn1nnnc1SCc1nc2scc(-c3ccccc3)c2c(=O)[nH]1	-11	-7.2	-0.1	-2
CCOCCn1c(=NC(=O)CC)sc2cc(C)ccc21	-1	3.1	0.0	-7
COc1ccccc1CC(=O)c1ccc(O)c(CN2CCC(C)CC2)c1O	8	-0.2	-0.3	8
O=C(Nc1cc(Cl)ccc1Cl)N[C@H]1C[C@H]2C(=O)N[C@@H](Cc3ccccc3)C(=O)N2C1	15	-0.9	-0.1	-1
O=C1CC(O)(C(F)(F)F)Oc2ccc(Cl)cc21 (centres undefined)	10	-0.6	-0.1	8
CC(NC(=O)C1CCC1)c1ccc(Cl)cc1 (centres undefined)	-4	-0.2	0.1	12
COc1cccc(-n2c(Cc3cc(=O)[nH]c(=O)[nH]3)nnc2SC(C)C)c1	15	-1.3	0.3	9
C/C(CC(=O)Nc1ccc2c(c1)OCCO2)=N\NC(=O)C(=O)Nc1ccc(C)cc1	-5	7.0*	0.0	1
O=C(/C=C/c1ccc(F)cc1)NCCCCNC(=O)/C=C/c1ccc(F)cc1	-7	-1.0	0.1	6
O=C(Cn1cc(NC(=O)CSc2ccccc2)cn1)NCc1ccco1	-8	1.4	0.2	-6
Cc1ccc(C)c(Oc2coc3cc(OC(C)C(=O)OCC(C)C)ccc3c2=O)c1 (centres undefined)	13	-0.9	0.2	11
CCOC(=O)c1c(NC(=O)CSc2nnc(CNC(=O)c3cccc(OC)c3)n2-c2ccccc2OC)sc2c1CCCC2	7	-0.9	-0.1	-17
CCOc1ccccc1CN1CCN(Cc2ccc(O)c(OC)c2)CC1CCO (centres undefined)	6	-1.2	0.0	-4
CCCCCOC1C(C2COC(C)(C)O2)OC2OC(C)(C)OC21 (centres undefined)	5	-1.2	0.0	-14
CCOc1cc(Br)cc(/C=C2/SC(=S)N(C)C2=O)c1O	3	2.3	0.0	10
CC(O)c1ccc(NC(=O)c2nn3c(c2Cl)NC(c2cccs2)CC3C(F)(F)F)cc1 (centres undefined)	-6	-0.3	0.1	35
CCOc1ccc(N(C(C)=O)c2nc(C)cc(C)c2C#N)cc1	4	0.1	-0.1	-6
COc1ccc(CNCc2c(C(=O)O)[nH]c3cc(C)ccc23)cc1	3	-0.6	0.0	4
COc1cc(C)nc(Oc2cccc(C(=O)NC(C)(C)C)c2)n1	-3	1.1	0.0	-16
COc1ccc(-n2nc(C(=O)N3CCN(c4ccc(F)cc4)CC3)c3ccccc3c2=O)c(OC)c1	-2	0.3	-0.1	14
O=C(Nc1cccc(F)c1)c1snc2c(=O)[nH]cnc12	7	-1.0	0.4	-9
CN(C)Cc1c(C(=O)N/N=C/c2ccoc2)nnn1-c1nonc1N	1	1.6	0.0	-4
O=C(Nc1cccnc1)c1csc2nc(-c3ccc(F)cc3)cn12	-6	-0.3	0.1	5
Cc1ccc(-c2c3c(nc4sc(C(=O)c5ccccc5)c(N)c24)CCCC3)o1	6	0.4	0.0	-4
Cc1ccc(N2C(=O)NC(=O)/C(=C\c3ccc(C)c([N+](=O)[O-])c3)C2=O)cc1C	3	-0.1	-0.2	9
O=C(CNC(=O)c1ccccc1Cl)N/N=C/c1ccccc1	-4	-0.3	0.0	-14
O=C(CNC(=O)c1ccc(C(F)(F)F)cc1)NC1CC1	-8	-0.1	-0.1	10
COC(=O)C1=NN(C(=O)c2cccc([N+](=O)[O-])c2)C(O)(c2ccccc2)C1 (centres undefined)	-4	-2.9	-0.2	15
COc1cc(SC)ccc1C(=O)Nc1cc(C(F)(F)F)ccc1Cl	0	2.2	1.1	15
Cc1ccc(-n2nnc3c(SCC(=O)N4CCCCC4)ncnc32)cc1	12	-2.4	0.3	7
COc1cc(OC)c(NC(=O)c2sc3ncnc(N4CCC(C)CC4)c3c2C)cc1Cl	5	1.4	0.0	4
Cc1nc(C)n(-c2ccc(Nc3ncc(Br)c(-c4cnn(C)c4)n3)cc2)n1	77*	0.0	-0.1	8
NC(=O)COc1ncnc2c(Cl)cc(Cl)cc12	3	0.5	-0.1	-6
Cc1nonc1N=Nc1ccc(O)c(C(C(C#N)C#N)C(C#N)C#N)c1	13	0.7	-0.3	-5
COc1cc(OC)c(C2C(C(=O)N3CCOCC3)=C(C)NC3=C2C(=O)CC(C)(C)C3)cc1OC (centres undefined)	8	0.7	0.8	14
(next part)
SMILES	TEAD-YAP block	GPR151 activ	FBW7 act	MITF primary
Cc1ccc(S(=O)(=O)N2CCC(C)CC2)c([N+](=O)[O-])c1	14	-2.6	0.4	7
COc1ccc(/C=C2\N=C(c3ccc4c(c3)OCO4)OC2=O)cc1OC(C)=O	-1	1.1	-0.1	-4
CC1CCN(CCCNC(=O)Cc2c(C(=O)O)n(C)c3ccccc23)CC1	-5	1.7	-0.1	1
CCCC(=O)c1ccc(N2CCN(C(=O)c3ccccc3F)CC2)c(F)c1	-4	0.1	0.1	5
COc1ccc(-c2c(N)nnc3c2[nH]c2ccccc23)cc1OC	-1	0.8	0.2	25
CC1(C)CC2CC(C)(CN2C(=O)COC(=O)c2ccc3c(c2)NC(=O)CS3)C1 (centres undefined)	8	-0.5	0.3	-9
CCC(=O)C1=C(c2cccc(OC)c2)N(C(=O)CC)n2cnnc2S1	1	-0.8	-0.1	-1
CCOC(=O)C(C(=O)n1nnc2ccccc21)C1CCCCC1 (centres undefined)	-2	-0.4	0.2	-8
NC(=O)c1c(NC(=O)CN2C(=O)CCC2=O)sc2c1CCN(Cc1ccccc1)C2	-7	0.7	0.0	9
COc1cc(OC)c(OC)cc1/C=c1\sc2nc3ccccc3n2c1=O	5	-0.9	0.8	9
O=C(CCc1ccc(S(=O)(=O)N2CCOCC2)cc1)Oc1ccccc1	-1	0.3	0.0	4
CCOC(=O)C1CCN(c2c(NC3CCCc4ccccc43)c(=O)c2=O)CC1 (centres undefined)	-3	0.7	0.1	12
COCCNC(=O)CN(Cc1ccccc1Cl)S(=O)(=O)c1ccc(Cl)cc1	0	0.2	0.0	-12
O=C(N=NC(=O)c1ccc2c(O)n(Cc3ccco3)c(O)c2c1)c1cccnc1	5	-1.0	0.0	16
CCN(CC)S(=O)(=O)c1ccc(C(=O)Nc2nc(-c3ccccc3OC)cs2)cc1	6	0.3	-0.1	-13
COc1cc2c(cc1/C=C(/C#N)c1ccc([N+](=O)[O-])cc1)OCO2	-8	0.8	-0.1	-10
CCCCOC(=O)c1cccc(NC(=O)c2ccc([N+](=O)[O-])cc2)c1	-6	0.4	-0.1	4
CCCCOc1ccc(NC(=O)c2ccc(Cl)c([N+](=O)[O-])c2)cc1	9	-1.7	0.3	27
Cn1c(NN)nc2sc3c(c2c1=O)CCC3	0	-0.4	0.2	7
CCOc1ccc(-c2cc(C(=O)N3CCC(Cc4ccccc4)CC3)no2)cc1	4	-1.0	0.4	19
COc1ccc(-c2nc3ccccc3o2)cc1NC(=O)c1cc2ccccc2cc1OC	-23	-1.2	-0.1	16
COc1ccc2c(c1)CC(c1nc3ccc(-c4ccnc(N)c4)cc3s1)CO2 (centres undefined)	3	2.4	0.2	25
O=C(O)/C=C\C(=O)NNC(=O)c1ccc(-c2ccccc2)cc1	2	-2.7	0.2	21
CCCCOC(=O)C(C(F)(F)F)C(F)(F)F	3	0.1	-0.1	-25
O=C(Nc1cccc(Cl)c1Cl)c1cc(S(=O)(=O)NCc2ccc(F)cc2)ccc1F	10	0.7	0.2	18
CCCNC(=O)N1CC=C(c2ccccc2)CC1	-25	-0.9	0.0	-30
COCCn1c(CCC(=O)O)nc2c1c(=O)[nH]c(=O)n2CC(C)C	-7	0.9	-0.1	16
O=C1NC(=S)S/C1=C\c1ccsc1	8	-1.5	0.0	8
CC(C)CC(=O)N1CCN(c2ccc(-c3ccccn3)nn2)CC1	-5	-2.6	-1.6	125*
COc1ccc(CCCc2nnc(SCC(=O)NN)o2)c(C)c1	-2	-0.5	-0.1	4
Cc1ccccc1-n1nnnc1SCCC(=O)O	1	0.6	-0.3	-10
CCOC(=O)c1cc(NC(=O)c2ccccc2)c(=O)oc1C(F)(F)F	-17	-0.9	0.0	4
O=C(CNC(=O)c1cccc(F)c1)OCC(=O)N1CCN(C(=O)c2ccco2)CC1	-5	1.1	-0.1	2
Cn1cnnc1SCC(=O)Nc1ccccn1	-5	-0.5	-0.1	2
COc1ccc(/C=N/NC(=O)c2cccc(OC)c2)cc1	-10	0.6	-0.1	-6
Nc1ccc(NS(=O)(=O)c2ccc3c(c2)OCCO3)cc1[N+](=O)[O-]	11	2.7	-0.1	8
CC(NC(=O)/C(=C\C=C\c1ccccc1)NC(=O)c1cccc(Br)c1)C(=O)O (centres undefined)	6	1.9	-0.1	10
O=C(O)CNC(=O)c1cccc([N+](=O)[O-])c1	4	0.5	0.1	8
COc1ccccc1NC(=O)C1(c2cccs2)CCOCC1	0	4.9	0.1	-6
COc1ccc(NC(=O)COc2ccc(Cl)cc2)cc1NC(=O)c1ccco1	6	6.0*	-0.1	-2
Cc1ccc2c(CC(=O)OCc3nc(N)nc(Nc4ccccc4C)n3)coc2c1	-2	0.8	-0.1	-3
N/C(=N\c1nc2ccccc2[nH]1)NC(=O)CCc1ccccc1	-11	0.2	-0.1	-3
CC(=O)Nc1ccc(C(=O)N2CCC(Cn3cccn3)CC2)cc1	9	-2.0	0.6	2

Source: PubChem BioAssay
